# Screening results: PubChem, several laboratories
# INS promoter inh – TRM-6 insulin promoter activity inhibition; inhibition, % at 2 µM; actives 0.9% (n = 130,000); AID 1273; TRM-6 cells (human fetal islet line), insulin promoter-eGFP reporter, imaging; reporter expression induced with tamoxifen;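 active = inhibition above the mean plus 3 SD, with well images judged a real hit on visual review, cut at about 60% in these data, passing the limit was not always enough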
# SDO1 yeast rescue – sdo1-depleted yeast growth rescue. z-score at 10 µM. S. cerevisiae sdo1-depleted JHY4D growth rescue, OD600 30 h; active compounds read high; pdr5 snq2 efflux-pump mutant strain. AID 817. actives 0.21% (n = 140,000);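 active = z-score above 3 at both the 24 hr and the 30 hr optical density reads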;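 note: z-score against mean and SD of all compound wells on the same plate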
# SDO1 yeast rescue Rescue 24 h – recorded beside SDO1 yeast rescue, whose call it bears; z-score; S. cerevisiae sdo1-depleted JHY4D growth rescue, OD600; measured here: growth rescue at 24 h;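 0 is the plate mean of compound wells and units are plate SD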
# Numbers without * were called inactive; · = no result given. Outcome played no part in choosing rows (roughly 0.99% active in at least one column).
SMILES,INS promoter inh,SDO1 yeast rescue,SDO1 yeast rescue Rescue 24 h
O=C(Nc1cccc2c1CCCC2)C1CCCN(S(=O)(=O)c2cccc3nonc23)C1 (stereo unspecified),46,-1.3,-1.4
CSc1nsc(/C=C/Nc2cccc(Cl)c2)c1C#N,-168,-1,-0.45
CCOC(=O)N1CCN(S(=O)(=O)c2cc(C)c(C)cc2C)CC1,29,0.84,1.3
CCOC(=O)c1[nH]c(C)c(C(=O)O)c1C,14,0.74,0.47
CCCCCCCCNC(=O)/C(C#N)=C/c1ccccc1[N+](=O)[O-],·,-2.1,-1.8
Cc1ccc(P(=O)(CO)c2ccc(C)cc2)cc1,0,0.82,0.54
COC(=O)c1cc(OC)nc2c1c(=O)n(C)c(=O)n2C,9,0.04,-0.47
COCCn1c(SCC(=O)Nc2ccccc2)nc2c1c(=O)[nH]c(=O)n2C,57,0.59,0.3
O=C(Nc1ccon1)c1cccc(S(=O)(=O)N2CCCC2)c1,21,0.38,0.69
O=C(O)CC(NC(=O)c1ccccc1NC(=O)c1ccccc1)C(=O)O (stereo unspecified),11,0.4,0.19
CC1=N/C(=C\c2ccc3c(c2)OCO3)C(=O)N1c1ccc(C(=O)O)cc1,14,0.75,0.44
CCOC(=O)N1CCN(c2c(NCCc3ccc(OC)c(OC)c3)c(=O)c2=O)CC1,·,0.2,0.73
Cc1nc2ccc3nc(NC(=O)c4ccco4)sc3c2s1,11,·,·
CN1CCN(C2=C(Cl)C(=O)N(c3ccc(Cl)cc3)C2=O)CC1,·,1.5,1.8
CCC1CCCCN1CCNC(=O)C1CCN(S(=O)(=O)c2c(C)noc2C)CC1 (stereo unspecified),19,1.9,3.9
CCc1ccc(OCCOCC(O)CN2CCN(Cc3ccc(Cl)cc3)CC2)cc1 (stereo unspecified),-85,-2.2,-0.94
C(=N\NC1=Nc2cccc3cccc1c23)/c1cccnc1,-117,·,·
Cc1cccc(C)c1NC(=O)N1CCC(c2nc3ccccc3o2)CC1,-11,-0.79,-0.72
CCOc1ccc(C2C(C#N)=C(N)SC(N)=C2C#N)cc1OC,-32,0.4,-0.04
Cc1ccc(NC(=O)C[n+]2ccccc2)cc1[N+](=O)[O-],50,0.22,-0.11
O=C(COc1ccc2ccc(=O)oc2c1)Nc1ccc(N2CCOCC2)cc1,56,-0.18,-0.57
Cc1ccc(Nc2ccc(C(=O)N3CCCC3)cn2)c(C)c1,30,0.76,0.61
Cc1ccccc1/C(N)=N/O,·,1.4,0.83
COCCNc1nc2nonc2nc1N1CCC(N(C)C)C1 (stereo unspecified),25,·,·
CCOc1ccc(C(=O)Nc2cccc(SC)c2)cc1,29,-0.38,-0.42

# More compounds
SMILES,INS promoter inh,SDO1 yeast rescue,SDO1 yeast rescue Rescue 24 h
O=C(NCC(=O)N(CCN1CCOCC1)C(C(=O)NC1CCCC1)c1cccs1)c1ccco1 (stereo unspecified),·,1.1,0.11
C=CCN(C(C)=O)C1CC(=O)N(c2ccc(OCCC)cc2)C1=O (stereo unspecified),31,0.39,0.05
O=C(NCc1cccs1)c1ccc(N2CCCCC2)nc1,13,-0.5,-0.59
Cc1ccc2nc(SCc3ccc([N+](=O)[O-])cc3)[nH]c2c1,7,-1.1,-0.74
O=C(NC1CCCC1)c1cnc2n(c1=O)CCS2,-57,0.24,-0.36
Cc1ccnc(N2CCC(C(=O)NNC(=O)c3ccccc3C)CC2)n1,6,1.5,0.03
COc1ccc(OC)c(C2NC(=O)NC(C)=C2C(=O)Nc2ccc(C)cc2)c1 (stereo unspecified),12,2.2,2.8
Cc1cc(C(F)F)n2ncc(C(=O)NCc3ccccc3)c2n1,-35,1.3,0.93
COc1cc(C(=O)n2nc(C)cc2C)cc(OC)c1OC,-38,0.18,0.26
CSCCC(NC(=O)c1ccc(Cl)cc1)C(=O)OCC(C)=O (stereo unspecified),10,·,·
Cc1cccc(Nc2ccccc2)c1,37,0.74,0.63
O=C(CC1SC(=O)NC1=O)Nc1ccc(Cl)cc1 (stereo unspecified),21,·,·
COc1ccc(CCNc2ncnc3[nH]ncc23)cc1OC,·,1.6,0.81
c1csc(C(c2nnnn2C2CCCC2)N2CCOCC2)c1 (stereo unspecified),15,0.07,-0.7
COc1ccc(-n2c(SCC#N)nnc2-c2cccnc2)cc1,·,0.71,1.9
O=C(c1cccc(Br)c1)N1CCCC1,32,0.45,0.2
Cc1cccc(NC(=O)CSc2nnc(CSc3nc(C)cc(C)n3)n2Cc2ccco2)c1,·,-1.1,-0.25
Cc1ccc(-c2csc(=S)n2CC(=O)OCC(=O)NCc2ccco2)cc1,·,-0.48,-0.41
CCCC(C)NC(=O)c1cc(C(=O)OC)cc([N+](=O)[O-])c1 (stereo unspecified),-3,2.2,1.4
CC(OC(=O)c1ccccc1Br)C(=O)Nc1nc(-c2cccc([N+](=O)[O-])c2)cs1 (stereo unspecified),·,-1.2,-1.1
COc1ccc(/C=C/C(=O)OCC(=O)NCc2cccs2)cc1OC,0,1,0.67
O=C(CC12CC3CC(CC(C3)C1)C2)N1CCOCC1,28,0.82,2.7
Fc1ccc(OCc2nn3cnnc3s2)cc1,-6,1.4,0.55
Cc1ccc(NS(=O)(=O)c2ccc(N3C(=O)CCC3=O)cc2)cc1,31,2,1.8
O=C(Nc1ccc2oc(-c3cccnc3)nc2c1)c1cccnc1,·,1.3,0.99

# Further structures:
SMILES,INS promoter inh,SDO1 yeast rescue,SDO1 yeast rescue Rescue 24 h
COc1cc(OC)cc(C(=O)NC2CC3CCC(C2)N3Cc2ccco2)c1 (stereo unspecified),·,0.47,-0.27
Cc1ccc(SCC2=NNC(=O)C2)cc1,27,1.5,2.1
COc1ccc(NC(=O)/C(=C\c2ccncc2)NC(=O)c2ccccc2)cc1,58,·,·
CCCN(CCC)CCNc1c(N2CCN(C(=O)OCC)CC2)c(=O)c1=O,·,1.3,1.3
O=C(NOC(=O)c1ccccc1Cl)c1cccs1,-57,0.54,-0.48
COc1ccc(NC(=O)CC(C(=O)O)N2CCCCC2)cc1 (stereo unspecified),25,1.5,1.9
COc1cc(C(=O)Nc2cccc(C)c2C)c(Br)c(OC)c1OC,14,·,·
CCCCn1nnc(NC(=O)c2ccco2)n1,-8,0.85,-0.53
Nc1cc(C(=O)c2ccccc2)ccc1[N+](=O)[O-],5,·,·
COc1ccc(CN2CC(C(=O)NCCCOC(C)C)CC2=O)cc1 (stereo unspecified),57,-0.13,-0.42
CC(=O)Nc1cnn(Cc2ccc(Br)cc2)c1,7,0.66,0.94
CCOC(=O)N1CCC(N2C(=O)c3ccc(C(=O)NCc4ccco4)cc3C2=O)CC1,·,-0.39,0.95
COc1ccc(/C=C/C(=O)O)cc1COc1cccc(C)c1,47,-0.14,-0.65
Cc1ccc(NC2=C(Cl)C(=O)N(C3CCCCC3)C2=O)cc1,21,0.46,0.24
O=C(CN(C(=O)Cn1nnc(-c2cccs2)n1)c1ccc2c(c1)OCCO2)NC1CCCCC1,-14,0.26,-0.43
Nc1cc(N)nc(SCC(=O)c2ccccc2)n1,27,0.44,0.03
Cc1csc(SCC(=O)c2cc(C)n(Cc3cccs3)c2C)n1,3,-0.99,1.2
C=CCN=C1SC(CC)C(=O)N1S(=O)(=O)c1ccc(C)cc1 (stereo unspecified),-9,0.23,-0.1
CCOc1ccc(-c2nc(-c3ccc(OC)c(OC)c3)no2)cc1OCC,-300,-0.41,-0.73
CCN1CCN(C(c2cccs2)C(C)NC(=O)NC2CCCCC2)CC1 (stereo unspecified),·,0.46,0.48
CN(C)S(=O)(=O)Oc1ccc(Cl)cc1C(=O)Nc1cccc(C(F)(F)F)c1,-23,-1.3,-0.3
Cc1ccc(S(=O)(=O)N2CCC(=O)N(CCOCc3ccc(Cl)cc3)CC2)cc1,5,-0.87,-0.29
O=C(N/N=C/c1ccc(Br)s1)Nc1ccccc1,-38,·,·
CCCn1c(SCC(=O)c2ccc3c(c2)OCCO3)n[nH]c1=O,-20,·,·
Cc1ccccc1C(=O)Nc1ccc(Br)cn1,·,0.88,0.62

# Next section.
SMILES,INS promoter inh,SDO1 yeast rescue,SDO1 yeast rescue Rescue 24 h
Cc1ccc(-n2c(=O)c3sccc3n(Cc3cc(=O)n4ccccc4n3)c2=O)cc1F,3,0.25,-0.29
Cc1c(NS(=O)(=O)c2cccc(C(=O)OCC(=O)N(C)C3CCCCC3)c2)c(=O)n(-c2ccccc2)n1C,29,·,·
Cc1ccc2c(c1)cc(CN(CCc1ccccc1)C(=O)N1CCOCC1)c1nnnn12,·,-1.5,-1.3
Cc1ccc(C)c(N2CCN(C(=O)c3ccc(CS(=O)(=O)c4ccccc4C)o3)CC2)c1,-68,-1.3,-0.88
Cc1cc(=O)oc2cc(OCc3ccc(C(=O)N4CCN(c5ccc([N+](=O)[O-])cc5)CC4)cc3)ccc12,-13,-1.4,-0.78
COc1ccc(NC(=O)C2CCCN2C(=O)OCc2ccccc2)c(OC)c1 (stereo unspecified),·,0.8,0.78
CC1CCN(CC(O)COc2cccc(F)c2)CC1 (stereo unspecified),·,0.38,0.67
O=C(Nc1ccc2c(c1)C(=O)NC2=O)c1ccc2ncsc2c1,32,·,·
Cc1cc(N)n(Cc2ccc(Cl)cc2)n1,0,·,·
COCC(C)NC(=O)C(C)Oc1ccccc1 (stereo unspecified),42,1.2,1.1
O=C(Oc1ccc2c3c(c(=O)oc2c1)CCCC3)c1ccco1,9,-0.47,-0.18
Cc1cc(NC(=O)CSc2nc3c(cc2C#N)CCCCC3)no1,20,·,·
N#CCCN1CCn2c1nc1ccccc12,-7,0.26,0.29
O=[N+]([O-])c1cc(S(=O)(=O)C(F)(F)F)ccc1Sc1nc2ccccc2s1,-3,-0.76,-0.98
O=C(CSc1ccc2nnc(-c3cccnc3)n2n1)NCc1ccc2c(c1)OCO2,·,1,0.84
CS(=O)(=O)c1nc(-c2ccco2)cc(C(F)(F)F)n1,-3,-1,-0.6
Cc1nnc(NC(=O)CSc2nnc(Cc3cccn3C)n2-c2cccc(C(F)(F)F)c2)s1,·,-0.18,-0.97
Cc1cnn(CCC(=O)NNC(=S)Nc2cccc(Cl)c2)c1,·,0.78,0.18
CCc1cc(C(c2cccc(OC)c2)N2CCOCC2)c(NC(=O)c2ccccc2)s1 (stereo unspecified),·,1.6,1
CCOc1cccc(=O)c2c(C)n(C)c(C)c12,·,0.5,1.1
CCOc1cc(/C=N/OC(C)=O)ccc1OCc1ccccc1,-41,·,·
CC(NC(=O)CSc1nnc(CC(=O)Nc2ccc(Cl)c(Cl)c2)n1C)c1ccccc1 (stereo unspecified),-57,1,1.1
CC(C)CNC(=O)CC(c1ccccc1)c1c(O)ccc2ccccc12 (stereo unspecified),-51,-1.1,-0.58
Clc1ccc(CSc2nnc(-c3ccccn3)n2Cc2ccco2)c(Cl)c1,61,-2,-1.2
Cc1ccc(S(=O)(=O)N(C)c2ccccc2)cc1,-6,0.28,1.2

# (cont.)
SMILES,INS promoter inh,SDO1 yeast rescue,SDO1 yeast rescue Rescue 24 h
Cc1cccc(C(=O)N2CCN(c3ccc([N+](=O)[O-])c(N4CCOCC4)c3)CC2)c1,19,-0.44,-1.2
Cc1c(CN(C)CCc2ccccc2)c(=O)n(-c2ccccc2)n1C,·,0.62,-0.33
O=C(c1ccc(CS(=O)(=O)c2ccccc2)o1)N1CCN(c2ncccn2)CC1,·,0.04,-0.01
C=CCc1ccc(OCCOCCNCCOC)c(OC)c1,-6,1.3,0.12
COCCn1c(C)cc(C(=O)COC(=O)c2ccc[nH]c2=O)c1C,1,-0.02,0.31
O=C(NCc1ccc2c(c1)OCO2)c1ccc(CN2CCOCC2)cc1,89*,0.02,-0.18
O=C(COc1cnc2ccccc2n1)NCCC1=CCCCC1,-82,0.41,-0.06
COc1ccc(C2/C(=C(/O)c3ccc4c(c3)CC(C)O4)C(=O)C(=O)N2CCN2CCOCC2)cc1 (stereo unspecified),-8,0.57,-0.24
Brc1ccc(Cn2c(-c3cncs3)nc3ccccc32)cc1,21,-1.5,-1

# In the list so far, these contain a furan ring, fused or not.
SMILES,INS promoter inh,SDO1 yeast rescue,SDO1 yeast rescue Rescue 24 h
Cc1nc2ccc3nc(NC(=O)c4ccco4)sc3c2s1,11,·,·
O=C(NCC(=O)N(CCN1CCOCC1)C(C(=O)NC1CCCC1)c1cccs1)c1ccco1 (stereo unspecified),·,1.1,0.11
Cc1cccc(NC(=O)CSc2nnc(CSc3nc(C)cc(C)n3)n2Cc2ccco2)c1,·,-1.1,-0.25
Cc1ccc(-c2csc(=S)n2CC(=O)OCC(=O)NCc2ccco2)cc1,·,-0.48,-0.41
COc1cc(OC)cc(C(=O)NC2CC3CCC(C2)N3Cc2ccco2)c1 (stereo unspecified),·,0.47,-0.27
CCCCn1nnc(NC(=O)c2ccco2)n1,-8,0.85,-0.53
CCOC(=O)N1CCC(N2C(=O)c3ccc(C(=O)NCc4ccco4)cc3C2=O)CC1,·,-0.39,0.95
Cc1ccc(C)c(N2CCN(C(=O)c3ccc(CS(=O)(=O)c4ccccc4C)o3)CC2)c1,-68,-1.3,-0.88
O=C(Oc1ccc2c3c(c(=O)oc2c1)CCCC3)c1ccco1,9,-0.47,-0.18
CS(=O)(=O)c1nc(-c2ccco2)cc(C(F)(F)F)n1,-3,-1,-0.6
Clc1ccc(CSc2nnc(-c3ccccn3)n2Cc2ccco2)c(Cl)c1,61,-2,-1.2
O=C(c1ccc(CS(=O)(=O)c2ccccc2)o1)N1CCN(c2ncccn2)CC1,·,0.04,-0.01
